Bioassay records as filed in PubChem BioAssay.
GCN5L2 inh: blocks human GCN5L2 histone acetyltransferase; Potency, µM (series often up to 58.9 µM), inactives show top-dose activity change, negative = inhibition, hits mostly inhibitors; GCN5L2 HAT assay, ThioGlo1 CoA-SH fluorescence; AID 504327; hit rate 0.21% among 390,000; Q92830
Target sequence (Q92830 whole entry, looked up): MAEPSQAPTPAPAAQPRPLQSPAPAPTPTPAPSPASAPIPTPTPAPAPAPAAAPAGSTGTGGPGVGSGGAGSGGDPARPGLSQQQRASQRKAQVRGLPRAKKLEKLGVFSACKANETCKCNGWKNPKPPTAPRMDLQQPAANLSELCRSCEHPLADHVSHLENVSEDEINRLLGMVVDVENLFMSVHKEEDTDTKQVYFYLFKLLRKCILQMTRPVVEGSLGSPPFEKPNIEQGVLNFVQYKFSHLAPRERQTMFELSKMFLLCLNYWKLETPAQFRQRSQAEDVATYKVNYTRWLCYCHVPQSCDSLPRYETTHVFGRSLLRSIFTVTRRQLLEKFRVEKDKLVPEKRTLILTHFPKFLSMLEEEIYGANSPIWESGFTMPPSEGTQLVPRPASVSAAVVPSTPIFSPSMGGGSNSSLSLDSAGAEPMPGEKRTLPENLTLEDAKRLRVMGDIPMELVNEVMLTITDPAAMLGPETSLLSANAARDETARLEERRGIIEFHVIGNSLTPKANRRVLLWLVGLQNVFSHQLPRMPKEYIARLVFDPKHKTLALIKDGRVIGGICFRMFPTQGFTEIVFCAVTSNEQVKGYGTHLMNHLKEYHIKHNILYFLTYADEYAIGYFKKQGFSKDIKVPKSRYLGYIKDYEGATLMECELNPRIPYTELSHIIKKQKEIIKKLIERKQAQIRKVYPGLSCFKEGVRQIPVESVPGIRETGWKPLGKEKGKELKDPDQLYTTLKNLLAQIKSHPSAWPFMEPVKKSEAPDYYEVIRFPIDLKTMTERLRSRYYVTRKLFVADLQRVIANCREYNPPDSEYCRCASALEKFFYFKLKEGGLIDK
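qHTS, 1536-well. 20nM enzyme, pH 7.5 HEPES/EDTA/Tween-20 buffer; 15 min compound preinc., RT. Start: 75uM H3(1-25), 70uM AcCoA, 50uM ThioGlo1. Read Ex340/Em540 at t=0 (autofluorescence flag) and t=20 min.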
DT40 TDP1 CPT: growth inhibition of DT40 Tdp1-/-;hTDP1 cells with camptothecin (screen for TDP1 inhibitors); chicken DT40 Tdp1-/-;hTDP1 cells + 20 nM CPT, ATP luminescence, 48 h; Potency, µM (doses to about 46.2 µM), for inactives: top-dose activity change, negative = growth inhibition, actives largely listed as inhibitors; hit rate 12% among 420,000; AID 686979; further: nearly all actives have a fitted effect of over 55% in size
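Cell growth measured by CellTiter-Glo luminescence after a minimum 48 h, 37 C compound exposure with 20 nM CPT in Tdp1-knockout DT40 cells stably expressing hTDP1, seeded 400/well; qHTS titration format.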
TDP1 cell noCPT: qHTS for Inhibitors of human tyrosyl-DNA phosphodiesterase 1 (TDP1): qHTS in cells in absence of CPT; DT40 Tdp1-/- hTDP1 cells, no CPT, ATP luminescence, 48 h; Potency, µM (titrated, usually from 46.2 µM), inactives show top-dose activity change, negative = growth inhibition, most hits filed as inhibitors; AID 686978, 2013; hit rate 15% among 420,000; further: nearly all actives have a fitted effect of over 55% in size
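Cells were dispensed at 400 per well, compounds added by pin tool, plates incubated ≥48 hr at 37 °C, then CellTiter-Glo added for 30 min at room temperature before luminescence reading. Line: DT40 Tdp1-/- complemented with hTDP1; camptothecin omitted.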
Active calls of the source: *; ? = inconclusive; · = no result given; & = joins results of further samples; [ ] = dose if it differs, or a comment. The call rests on the fitted dose curve; in most records, active means well fitted curve in the direction sought with a large enough effect; inconclusive means small, poorly fitted or top-dose-only effect, or another doubt; inactive means no such curve, though single readings can be large; an effect the other way counts as inactive or inconclusive. On the % scale 0 is the no-effect control and ±100 the full control effect; potency means the concentration at half of the fitted maximal effect.

The opening 14 entries, ahead of the listing:
mol,DT40 TDP1 CPT,GCN5L2 inh,TDP1 cell noCPT
O=C(OC1CCCCC1=O)c1cccc(S(=O)(=O)N2CCCCC2)c1 (stereo unspecified),3%,-5%,-2%
CC(C)c1ccccc1-n1c(SCC(=O)N2CCN(c3ccccc3)CC2)nnc1-c1cccnc1,16µM*,79%[activator],23µM*
O=C(CCSc1nnc(-c2ccccc2)o1)N1CCOCC1,-15%,-6%,-20%
Cc1ccc2c(c1)CCCN2C(=O)CCc1nc2ccccc2c(=O)[nH]1,0.46µM*,-3%,?
Cc1[nH][nH]c(=O)c1N=Nc1ccc(Br)c(Cl)c1,?,·,23µM*
COc1ccc(S(=O)(=O)NCCSc2nnnn2-c2ccccc2)cc1,-22%,3%,-5%
Cc1ccc(C)c(NC(=O)C2(C)CC3c4ccccc4C2c2ccccc23)c1 (stereo unspecified),-15%,-10%,-20%
O=C1/C(=C\c2ccc(O)cc2)SC(=S)N1c1cccnc1,?,2%,5%
CCOC(=O)C1=C(C)NC(=O)NC1c1cccnc1 (stereo unspecified),6%,-2%,1%
Cc1ccoc1C(=O)Nc1ccc(CC(=O)O)cc1,-6%,-13%,-16%
CCOC(=O)c1c(N)n(-c2cccc(C)c2C)c2nc3ccccc3nc12,4%,-2%,5%
Cc1ccc(-c2nc(CSCC(=O)NCCN3CCN(Cc4ccccc4)CC3)c(C)o2)cc1,?,1%,21µM*
COc1ccc(-c2ccc(CN3C(C(C)C)C(=O)N(Cc4cn(CC5CCCCC5)nn4)CCS3(=O)=O)cc2)cn1 (stereo unspecified),?,·,23µM*
CCCn1c(SCC(=O)Nc2cccnc2Cl)n[nH]c1=O,-4%,2%,-5%

The listing, previewed entries included:
mol,DT40 TDP1 CPT,GCN5L2 inh,TDP1 cell noCPT
O=C(OC1CCCCC1=O)c1cccc(S(=O)(=O)N2CCCCC2)c1 (stereo unspecified),3%,-5%,-2%
CC(C)c1ccccc1-n1c(SCC(=O)N2CCN(c3ccccc3)CC2)nnc1-c1cccnc1,16µM*,79%[activator],23µM*
O=C(CCSc1nnc(-c2ccccc2)o1)N1CCOCC1,-15%,-6%,-20%
Cc1ccc2c(c1)CCCN2C(=O)CCc1nc2ccccc2c(=O)[nH]1,0.46µM*,-3%,?
Cc1[nH][nH]c(=O)c1N=Nc1ccc(Br)c(Cl)c1,?,·,23µM*
COc1ccc(S(=O)(=O)NCCSc2nnnn2-c2ccccc2)cc1,-22%,3%,-5%
Cc1ccc(C)c(NC(=O)C2(C)CC3c4ccccc4C2c2ccccc23)c1 (stereo unspecified),-15%,-10%,-20%
O=C1/C(=C\c2ccc(O)cc2)SC(=S)N1c1cccnc1,?,2%,5%
CCOC(=O)C1=C(C)NC(=O)NC1c1cccnc1 (stereo unspecified),6%,-2%,1%
Cc1ccoc1C(=O)Nc1ccc(CC(=O)O)cc1,-6%,-13%,-16%
CCOC(=O)c1c(N)n(-c2cccc(C)c2C)c2nc3ccccc3nc12,4%,-2%,5%
Cc1ccc(-c2nc(CSCC(=O)NCCN3CCN(Cc4ccccc4)CC3)c(C)o2)cc1,?,1%,21µM*
COc1ccc(-c2ccc(CN3C(C(C)C)C(=O)N(Cc4cn(CC5CCCCC5)nn4)CCS3(=O)=O)cc2)cn1 (stereo unspecified),?,·,23µM*
CCCn1c(SCC(=O)Nc2cccnc2Cl)n[nH]c1=O,-4%,2%,-5%
Cc1cccc(CC(=O)N2CC(=O)Nc3ccc(F)cc3C2c2ccccc2)c1 (stereo unspecified),?,-1%,?

mol,DT40 TDP1 CPT,GCN5L2 inh,TDP1 cell noCPT
O=C(CC(c1ccccc1O)N1CCCCC1)N1CCCCC1 (stereo unspecified),-18%,2%,6%
O=C(Oc1ccc2c(c1)OCO2)c1ccc(Br)c(S(=O)(=O)N2CCOCC2)c1,-15%,-4%,-20%
Cc1ccc(CNC(=O)C2CCN(C(=O)c3ccc(-n4ccc5ccccc54)s3)CC2)cc1,-27%,-24%,?
O=C1NC(=Nc2ccccc2)S/C1=C/c1cccnc1,19%,-17%,-9%
NCC12CC3CC(CC(O)(C3)C1)C2,-5%,-11%,-5%
Cc1[nH]c(=O)[nH]c(=O)c1S(=O)(=O)Nc1ccc(F)c(Cl)c1,-4%,-12%,23%
O=C(N/C(=C/c1ccccc1)C(=O)N1CCCCC1)c1ccc(Br)o1,?,-2%,?
O=C(CCNC(=O)C1CCN(S(=O)(=O)c2ccccc2)CC1)NC1CC1,8%,1%,8%
O=C(NCc1ccccc1)c1nn(-c2ccccc2)nc1CO,-28%,-1%,?
Cc1ccccc1NC(=O)CN1C(=S)NC(C)(C)CC1C (stereo unspecified),-6%,1%,1%
COC(=O)CSc1nc2cc3c(cc2cc1C#N)OCO3,-15%,-17%,-12%
Nc1nnc(SCC(=O)c2ccc3ccccc3c2)s1,-8%,0%,-24%
COC(=O)c1ccc(S(=O)(=O)NCc2cccc(OC)c2)n1C,-9%,2%,-25%
CCOc1ccc2[nH]c(=O)c(CN(CCOC)C(=O)N3CCOCC3)cc2c1,3%,-4%,-8%
Cc1ccc(NS(=O)(=O)c2ccc3c(c2)NC(=O)CCS3)cc1F,-25%,2%&15%,?

mol,DT40 TDP1 CPT,GCN5L2 inh,TDP1 cell noCPT
Cn1c(=O)c2c(nc(N3CCOCC3)n2C)n(C)c1=O,-3%,3%,2%
Cn1c(=O)c2sccc2n2c(CCCC(=O)Nc3ccc(Oc4ccccc4)cc3)nnc12,?,-4%,16µM*
CCCn1c(OC)nc2c1c(=O)n(C)c(=O)n2C,5%,0%,-11%
Cc1ccc([C@H]2C[C@@H](n3cc(-c4ccc(F)cc4)nn3)[C@H](O)CN2Cc2cccs2)cc1,-13%,·,?
COc1ccc(Cl)cc1NC(=O)CN(C)C(=O)c1cc2c(F)cccc2s1,10µM*,-12%,6.5µM*
CN(CCOCCOc1ccc(Cl)cc1Br)Cc1ccccc1,-23%,0%,?
O=c1[nH]cnc2c1oc1ccccc12,-13%,-4%,-2%
Cc1noc(C)c1C(c1ccccc1)S(=O)(=O)c1ccccc1 (stereo unspecified),3%,-7%,-3%
C=CS(=O)(=O)c1sc(Cl)c(N2CCOCC2)c1[N+](=O)[O-],1.6µM*,?,2.9µM*
COc1ccc(NC(=O)N2CCCCCC2)cc1,15%,-24%,-3%
COC(=O)c1ccc(NC(=O)CN2CCN(S(=O)(=O)c3cc(Cl)ccc3OC)CC2)cc1,?,17%,16µM*
Cc1ccnc(NC(=O)c2ccccc2NC(=O)C(C)(C)C)c1,18µM*,2%,16µM*
Cc1sc2nc(C3CC3)nc(N3CCN(S(=O)(=O)c4ccc(F)cc4)CC3)c2c1C,?,-5%,11µM*
COc1ccc(N2CCN(c3ccc(-c4nc(-c5cccc(C)c5)no4)cc3[N+](=O)[O-])CC2)cc1,-26%,-7%,-1%
CSc1ncccc1C(=O)OCc1ccccc1F,5%,-6%,1%

mol,DT40 TDP1 CPT,GCN5L2 inh,TDP1 cell noCPT
COc1ccc(-c2coc3cc(OC)ccc3c2=O)cc1,?,·,?
Cc1[nH]nc(-c2ccc(O)cc2O)c1Oc1ccccc1,?,-10%,?
Cc1cccc(NC(=O)Cn2cnc3c(oc4ccccc43)c2=O)c1C,?,-1%,?
Brc1ccc(OCc2nc(-c3ccccn3)n[nH]2)cc1,?,-6%,15µM*
CCOC(=O)CC1C(=O)NCCN1S(=O)(=O)c1ccc(Br)cc1 (stereo unspecified),?,12%,-20%
CCOC(=O)c1sc(NC(=O)COC(=O)c2ccco2)nc1C,-20%,-4%,?
CCOc1ccc(NC(=O)NNC(=O)c2cccnc2)cc1,-6%,0%,21%
O=C(Cc1ccc([N+](=O)[O-])cc1)NC1CCCCCC1,-24%,-4%,-9%
O=P(C1=C(N2CCOCC2)/C(=C\c2ccccc2)CC1)(N1CCOCC1)N1CCOCC1,1%,-3%,-15%
Cc1onc(-c2c(Cl)cccc2Cl)c1-c1nnc(-c2ccc(Cl)cc2)o1,?,-6%,16µM*
Cc1ccc2oc(-c3ccc(NC(=O)c4cccc(F)c4)c(C)c3)nc2c1,-17%,-8%,-6%
Cc1ncc2c(c1CNC(=O)c1cncs1)CCN(C(=O)c1csc(-c3cccs3)n1)C2,5%[9.04 µM],·,-14%
N#CC1=C(N)C(C#N)(C#N)C2(C(=O)Nc3ccccc32)C2CCCC=C12 (stereo unspecified),-20%,-9%,-26%
CCOC(=O)N(C)c1c(CC)nc2c(OCc3ccc(Cl)cc3Cl)cccn12,?,·,23µM*
O=C(NC1(C(F)(F)F)C(=O)Nc2c1c(=O)[nH]c(=O)n2Cc1ccccc1)c1ccc(Cl)cc1Cl (stereo unspecified),5%,-9%,-16%

mol,DT40 TDP1 CPT,GCN5L2 inh,TDP1 cell noCPT
COc1cccc(OC)c1OCCNC[C@@H]1COc2ccccc2O1,27µM*,·,27µM*
COc1ccc(NC(=O)CCCNC(=O)c2ccc(Cl)cc2)cc1S(=O)(=O)N1CCOCC1,-15%,·,2%
COc1ccc(Nc2ncnc3scc(-c4ccc(F)cc4)c23)cc1,?,-8%,?
CC1=C(C(=O)O)N2C(=O)C(NC(=O)c3c(F)cccc3F)C2SC1 (stereo unspecified),-26%,1%,-28%
Cn1c2c(c3ccccc31)CCN(CCCCN1CCN(c3ccccc3)CC1)C2=O,?,·,?
CCc1nccn1S(=O)(=O)c1cc(Br)ccc1OC,-1%,-9%,-4%
CCN1C(=O)[C@H]2[C@H]3CN=C(SCC4CC4)N3[C@@](Cc3ccccc3)(C(=O)OC)[C@H]2C1=O,-27%,-2%,?
NC(=O)C1CCN(Cc2ccc(OCc3ccccc3)cc2)CC1,6%,-1%,-11%
c1ccc(COc2ccc(OCCCNC3CCCC3)cc2)cc1,?,-4%,21µM*
COC(=O)c1ccccc1NC(=O)Cn1c(=O)n(CCCCC(=O)NCc2ccc3c(c2)OCO3)c(=O)c2ccccc21,?,-7%,?
COc1ccc(-n2nc(C(=O)Nc3nc4ccc(OC)cc4s3)c3ccccc3c2=O)cc1,?,40%[activator],?
COc1ccc(-c2cc(=O)oc3cc(OCC(=O)Nc4ccc(CCO)cc4)ccc23)cc1,3.7µM*,-3%,0.52µM*
O=C(Cn1nc(Cc2cccnc2)c2ccccc2c1=O)Nc1ccccc1F,?,0%,1%
COc1ccccc1Nc1nn2c(=O)c3ccc(C(=O)NCc4cccs4)cc3nc2s1,13µM*,-7%,16µM*
Cc1cc(C(=O)O)c(CSc2ncn[nH]2)o1,-4%,19%,-14%

mol,DT40 TDP1 CPT,GCN5L2 inh,TDP1 cell noCPT
Cc1cc(C)nc(SCNC(=O)c2ccccc2)n1,-1%,25%,20%
O=C(NNC(=O)c1ccc(Br)o1)c1ccc(NS(=O)(=O)c2cccs2)cc1,0%,·,-9%
COc1ccc(C(=O)N(Cc2ccco2)C(C(=O)NC2CCCC2)c2ccc(O)cc2)cc1OC (stereo unspecified),?,-6%,?
Cc1ccc(NC(=O)CSc2ncnc3c2sc2ccccc23)cc1C,-12%,-3%,0%
O=C(Nc1ccc(NC(=O)C23CC4CC(CC(C4)C2)C3)cn1)c1ccco1,-11%,-2%,-13%
COc1ccc(NC(=S)Nc2cnc3ccccc3c2)c(OC)c1,-3%,-9%,-9%
Cc1cc(C)n(CCCNC(=O)CCNS(=O)(=O)c2ccccc2C(F)(F)F)n1,0%,1%,10%
N#CCCCSc1nnc(Cc2ccc3c(c2)OCO3)o1,1%,1%,7%
N#Cc1cccc(C#N)c1Oc1ccc(S(=O)(=O)Nc2ccccc2)cc1,-8%,-3%,?
CC(C(=O)Nc1ccc(C(F)(F)F)cc1)N(C)CC(=O)N1CCN(Cc2ccccc2)CC1 (stereo unspecified),?,0%,?
Cc1cc(NC(=O)CSc2nnc3c4c(C)c(C)sc4ncn23)no1,?,1%,18µM*
O=C(NC(=S)N1CCN(c2ccc(F)cc2)CC1)c1cccs1,?,4%,?
Cc1nn(Cc2ccc(Cl)cc2)c(C)c1NC(=O)C1CC=CCC1C(=O)O (stereo unspecified),?,?,16µM*
O=C(c1cc(-c2ccc(Br)cc2)on1)N1CCOCC1,-1%,-4%,-16%
Cc1ccc2[nH]c(C)c(CCNC(=O)NC3CCCCC3)c2c1,-20%,-5%,?

2 entries from above, with values under each structure:
The line under a structure holds: DT40 TDP1 CPT | GCN5L2 inh | TDP1 cell noCPT
Cn1c2c(c3ccccc31)CCN(CCCCN1CCN(c3ccccc3)CC1)C2=O
→ ? | · | ?
CCc1nccn1S(=O)(=O)c1cc(Br)ccc1OC
→ -1% | -9% | -4%
